NadD inh = inhibitors of S. aureus NadD, primary screen, biochemical, colorimetric, uHTS; Nicotinate-nucleotide adenylyltransferase NadD (Staphylococcus aureus N315); purified NadD enzyme, colorimetric absorbance read-out; inhibition, % at 20 µM; 360,000 compounds, 0.78% hits; AID 602399, 2012; in the data active means inhibition above about 26%; further: some compounds past the cut are filed as inactive
Rpn11 inh = Rpn11 (PSMD14) deubiquitinase inhibitors, primary screen, biochemical, fluorescence polarization, uHTS; 360,000 compounds, 0.59% hits; calls only at 20 µM; human 26S proteasome, Ub4-pepOG fluorescence polarization; 20S core pre-blocked with epoxomicin; AID 588493, 2011;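 active means inhibition at 20 µM, scaled to each plate's controls, above about 33%, limit read from the data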
SKN-1 inh = suppressors of acrylamide-induced Pgst-4::GFP reporter in worms, primary screen, SKN-1 inhibitor project, whole organism, uHTS, GFP/RFP fluorescence ratio, strain VP596 | C. elegans VP596 Pgst-4::GFP/RFP ratio, 24 h | inhibition, % at 21.8 µM | 360,000 compounds, 0.49% hits | AID 624304, 2012;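 active means interference check ratio from 0.5 to 1.5 plus GFP to RFP signal ratio inhibition reaching or exceeding a fixed threshold, cut at about 30% in these data, passing the limit was not always enough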; further: some compounds called inactive have numbers as strong as hits
MLLE-PAM2 inh = inhibitors of PABP1 MLLE–PAM2 peptide binding, primary screen, biochemical, fluorescence polarization, FITC-PAM2, GST-MLLE. Polyadenylate-binding protein 1 (Homo sapiens), P11940. inhibition, % at 20 µM. 360,000 compounds, 0.36% hits. AID 588489, 2011; in the data active means inhibition above about 35%, passing the limit was not always enough;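 further: plate controls were DMSO wells with GST-MLLE for no effect and wells lacking GST-MLLE protein for full effect; some results filed as inactive read as strong as hits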
FAS TE block = FAS thioesterase domain inhibitors, primary screen, biochemical, fluorescence intensity, uHTS | Fatty acid synthase (Homo sapiens), P49327 | recombinant FAS-TE, OMFH fluorogenic substrate, fluorescence endpoint | inhibition, % at 15 µM | 360,000 compounds, 0.67% hits | AID 602261, 2012;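 active means compounds whose normalised, plate-corrected inhibition of enzyme fluorescence in the single-dose primary screen is 50% or more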;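 further: 0% = DMSO with enzyme and 100% = substrate without enzyme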
Neddyl block = inhibitors of cullin neddylation, primary screen, biochemical, TR-FRET, uHTS, NAE and Ubc12 | calls only at 25 µM | 360,000 compounds, 0.58% hits | AID 651699, 2012; in the data active means inhibition above about 36%
CSN inh = inhibitors of CSN-mediated cullin deneddylation, primary screen, biochemical, fluorescence polarization, uHTS; Purified CSN, SCF-Nedd8-OG deneddylation; inhibition, % at 12.5 µM; COP9 signalosome complex subunit 5 (Homo sapiens), Q92905; 360,000 compounds, 0.38% hits;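 active means pattern-corrected inhibition above about 35%, with an unprinted fluorescence ratio check between 0.5 and 1.5, limit read from the data, passing the limit was not always enough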;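 further: 0% = enzyme with substrate and 100% = substrate without enzyme; some results filed as inactive read as strong as hits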
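Assay system: purified human Csn5 enzyme expressed in HEK293T cells; measure: % inhibition; also added: SCFSkp2-Nedd8OG substrate at 10 nM final; technique: fluorescence polarization; times: reaction 90 min, room temperature; medium: Tris buffer pH 7.5, NaCl, DTT, Tween-20, trehalose, ovalbumin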
MT1-MMP act inh = blockers of MT1-MMP proenzyme processing, primary screen, HT1080 RFP-PRO-GFP cells, GFP/RFP fluorescence; Matrix metalloproteinase-14 (Homo sapiens), P50281; GFP/RFP ratio fluorescence, overnight; percent of plate control window, DMSO zero; GFP/RFP ratio change, % at 20 µM; 360,000 compounds, 0.061% hits;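 active means GFP/RFP ratio change of at least 30% with cell ATP level not reduced by more than half and red fluorescence within 50% of control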; further: strong numbers were not always called active
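Read-out: GFP/RFP fluorescence ratio; Test system: RFP-PRO-GFP reporter HT1080 cells; Compound dosing: single-point 20 µM compound, 1% DMSO; Times: overnight compound exposure at 37 °C.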
Rin1 Abl inh = inhibitors of Rin1-Abl protein binding, primary screen, biochemical, TR-FRET | Tyrosine-protein kinase ABL1 (Homo sapiens) + Ras and Rab interactor 1 (Homo sapiens), … | inhibition, % at 7.35 µM | 360,000 compounds, 0.4% hits | AID 588664, 2011; in the data active means inhibition above about 5%, passing the limit was not always enough
An asterisk follows results filed as active; i = inactive; · = not tested or not shown; + = active, no number.

item | SMILES | NadD inh | Rpn11 inh | SKN-1 inh | MLLE-PAM2 inh | FAS TE block | Neddyl block | CSN inh | MT1-MMP act inh | Rin1 Abl inh
1 | CN(C)c1ccc(/C=N/NC(=S)NCc2ccccc2)cc1 | 7 | i | 19 | 13 | 23 | · | -2 | 4 | -3
2 | COC(=O)c1c(-c2ccc(C)cc2)csc1NC(=S)NC(=O)c1ccc(F)cc1 | 7 | i | -14 | 25 | 20 | i | -5 | -6 | 1
3 | CN(C)c1ccc(/C=C2/C[N+](C)(C)C/C(=C/c3ccc(N(C)C)cc3)C2=O)cc1 | -1 | · | 79 | -161 | -7 | i | 94* | -11 | -28
4 | CCCCn1c(Cc2ccccc2)nnc1SCC(=O)Nc1cc(C)on1 | -3 | i | -1 | -2 | -2 | i | -5 | -1 | -2
5 | COC(=O)CC1C(C(=O)OC)ON2OC(C(=O)OC)C(C(=O)OC)C12 (stereo not given) | 0 | i | -2 | 3 | -8 | i | 0 | -3 | 3
6 | CSc1nsc(SC)c1CO | -4 | i | 8 | 2 | -3 | i | -5 | -2 | -3
7 | COCCn1c(C(C)C)nc2sc3ccccc3c(=O)c2c1=O | -1 | i | 17 | 8 | -8 | i | 4 | -1 | 5
8 | CSc1nnc(C)c(=O)n1COC(=O)COc1ccccc1 | -5 | i | 4 | 4 | -7 | i | 8 | 0 | 1
9 | O=C(CNS(=O)(=O)c1ccc(Br)s1)NCc1ccc2c(c1)OCO2 | 0 | i | 14 | 1 | -3 | i | -1 | 1 | 4
10 | COC(=O)c1scc(C)c1N/N=C(\C)c1cc(F)c(Cl)cc1F | -1 | i | -2 | -14 | 11 | i | -2 | 7 | -2
11 | C#CCOCCOCCOCCNc1nc(N2CCN(C(=O)Cn3cc(CCCCN)nn3)CC2)nc(N2CCN(C(=O)[C@H]([C@@H](C)CC)n3cc(CCCN=C(N)N)nn3)CC2)n1 | -4 | i | 8 | -24 | -5 | i | 3 | 6 | 0
12 | COc1ccc(OC)c(NC(=O)CSc2nnc(-c3ccco3)n2-c2ccccc2)c1 | 0 | i | 1 | -6 | 4 | i | -2 | 5 | -2
13 | O=C(N/N=C/c1ccco1)C1CC1 | -1 | i | 11 | 5 | -4 | i | 6 | -3 | 2
14 | CCOC(=O)c1c(NC(=S)NC(=O)c2cnn(CC)c2)sc2c1CCC(C)C2 (stereo not given) | -17 | i | 5 | 28 | -2 | i | -2 | 13 | -1
15 | COc1ccc(CC(=O)N2CCN(S(=O)(=O)c3cccs3)CC2)cc1OC | -6 | i | -8 | -2 | -2 | i | -2 | -2 | -3
16 | c1cncc(-c2nc3cc4ccccc4cc3[nH]2)c1 | -7 | i | 13 | 5 | -2 | · | -3 | 17 | -6
17 | O=C(Nc1nc(-c2ccc3c(c2)OCCO3)cs1)C1CCCC1 | -4 | i | 9 | -64 | 16 | i | 2 | -1 | -1
18 | COC(CNc1ncnc2c1cnn2C)OC | 3 | i | -2 | 3 | -4 | i | 1 | 1 | -3
19 | Cc1cc(NC(=O)CSc2nc3c([nH]c4ccccc43)c(=O)n2-c2cccc(C(F)(F)F)c2)no1 | 44* | i | 5 | -2 | -11 | i | -2 | -8 | -6
20 | O=C1N[C@H](Cc2ccccc2)COC(=O)[C@H](Cc2ccc(F)cc2)CC/C=C/C[C@H]1CC(=O)N(CCO)Cc1ccccc1 | -7 | i | 6 | -1 | 26 | i | 2 | -8 | -1
21 | Cc1cc(C)c(C)c(S(=O)(=O)NCCCN2CCCC2=O)c1C | -2 | i | 14 | 4 | -8 | i | -4 | -2 | 0
22 | CC[C@@]12C(=O)N(c3cccc(Br)c3)C(=O)N1[C@H](c1ccc(OC)cc1)[C@@H]1C(=O)N(C(C)(C)C)C(=O)[C@@H]12 | 1 | i | 11 | -6 | 14 | i | -3 | 1 | 1
23 | COc1ccc(C2=NN(CC(=O)Nc3cc(C)ccc3C)C(=O)CC2)cc1 | -1 | i | 17 | -11 | 2 | i | -1 | -1 | -1
24 | CCOC(=O)C1(C)CCCN(C(=O)c2cc(C#N)cs2)C1 (stereo not given) | 0 | i | 16 | 1 | -8 | i | 3 | 0 | -3
25 | Cc1noc(C)c1NC(=O)N(C)C[C@H]1Oc2ccc(NC(=O)CCN3CCOCC3)cc2C(=O)N([C@H](C)CO)C[C@@H]1C | -1 | i | 8 | -9 | -8 | i | -1 | -3 | 5
26 | C[C@@H]1CC=C[C@H]2[C@H]1C(=O)N(Cc1ccccc1)[C@H]2c1ccc(Br)cc1F | -7 | i | 12 | 1 | 31 | i | 3 | 6 | 2
27 | Cc1c(C(=O)O)oc2c(F)cccc12 | -7 | i | -5 | -12 | -3 | i | -3 | 0 | 2
28 | COc1cc(Nc2cccc(-c3ccccc3)n2)cc(OC)c1OC | 6 | i | 8 | -4 | 11 | i | -5 | 3 | -1
29 | CN1CCN(c2ccc(NC(=O)c3ccc(-c4ccc(Br)cc4)o3)cc2)CC1 | -3 | i | 16 | 6 | 7 | i | -10 | -6 | 1
30 | O=C(CCCn1ncn2c(cc3occc32)c1=O)NCc1ccccc1F | -1 | i | 1 | 7 | -9 | i | -2 | 0 | 1
31 | CCc1noc(C)c1C(=O)N1CCN(S(=O)(=O)c2ccc(Br)cc2Cl)CC1 | -7 | i | -1 | 2 | 1 | i | -7 | 1 | 3
32 | CCOc1cc(-n2cnnn2)c(OCC)cc1NC(=O)c1cnccn1 | 1 | i | 3 | -9 | -3 | i | -2 | -2 | -2
33 | c1ccc2c(NC3=NCCCCS3)cccc2c1 | 1 | i | 8 | -2 | -6 | i | 9 | -6 | -4
34 | CCOc1cc(C2NC(=O)NC(C)=C2C(=O)OC(C)CC)cc(Br)c1O (stereo not given) | 0 | i | -3 | -2 | 9 | i | -2 | 5 | 2
35 | COc1ccccc1NC(=S)NCCc1ccccc1 | -3 | i | 29 | -7 | 0 | i | 0 | 7 | -3
36 | CN(CC(=O)Nc1ccc(Cl)c(C(F)(F)F)c1)CC(=O)NC1CCCCC1 | -5 | i | -8 | -6 | 39 | i | -2 | -6 | 1
37 | Cc1noc(C)c1C(=O)NC1CCCc2ccccc21 (stereo not given) | -3 | i | 32 | -6 | -6 | i | -3 | -3 | 1
38 | CCOC(=O)c1c(NC(=O)C2=C(C)NC(=S)NC2c2ccc(F)cc2)sc(C)c1C (stereo not given) | 14 | i | 19 | -89 | 21 | i | 0 | -22 | -1
39 | O=C(NCc1ccccc1)c1ccc(CS(=O)(=O)Cc2ccc(F)cc2)o1 | -6 | i | -11 | 1 | -6 | i | -3 | 1 | 3
40 | CCc1nc2ccc(C(=O)N(CC)CCN(C)C)cn2c1N(CC)CCOC | 3 | i | -4 | 4 | -2 | i | -1 | -3 | -1
41 | Cc1c(Cl)cccc1N1C(=O)C(N2C(=O)c3cccc([N+](=O)[O-])c3C2=O)C1c1cccs1 (stereo not given) | 16 | i | 6 | 7 | 63* | i | -4 | 1 | 4
42 | O=C(NCc1ccc2c(c1)OCO2)c1cc(-c2ccccc2Cl)on1 | 3 | i | -1 | 0 | 25 | i | 6 | -5 | -1
43 | CN(C)c1cccc(C(=O)NCCCSc2ccccc2)c1 | -3 | i | 4 | 7 | 2 | + | 1 | 1 | 4
44 | CCN(CC(=O)Nc1ccccc1OC)C(=O)CN1C(=O)NC2(CCCC2)C1=O | 2 | i | -9 | -9 | -10 | i | -4 | 4 | 3
45 | CCC(CO)Nc1ncnc2onc(-c3ccc(F)cc3)c12 (stereo not given) | -8 | i | -17 | -8 | -3 | i | -5 | -2 | -2
46 | CNC(=O)c1cc(Cl)c(OC)c(OC)c1 | 2 | i | -10 | -7 | -6 | i | 6 | 0 | -1
47 | CC(C)=NOCC(=O)Nn1c(COc2c(C)cccc2C)nc2ccccc2c1=O | -2 | i | 2 | -5 | -4 | i | 1 | -1 | 1
48 | O=C1Nc2ccccc2C(O)(C(=O)NCc2ccco2)N1c1ccccc1 (stereo not given) | -5 | i | -14 | -3 | -5 | i | 2 | 2 | 2
49 | Cc1nc2ccccn2c1C(=O)N/N=C/c1ccccc1Cl | -6 | i | 5 | 8 | -6 | i | -5 | 2 | 0
50 | CC(SCc1cc(=O)n2c([nH]c3ccccc32)c1C#N)C(=O)O (stereo not given) | 3 | i | 8 | -3 | -3 | i | 8 | -21 | -8
51 | Cc1nc(N2CCC(C)CC2)c2c(C)c(C(=O)Nc3cccc(C(F)(F)F)c3)sc2n1 | 14 | i | -1 | 1 | 31 | i | 3 | -5 | 1
52 | Cc1cc2occ(CC(=O)NCc3cccs3)c2cc1C(C)C | -6 | i | 2 | -6 | 5 | i | -10 | -2 | -4
53 | CCn1c2ccc(C)cc2c2nnc(NN)nc21 | 9 | i | 7 | -27 | -13 | i | -1 | 10 | -3
54 | N=C(N)Sc1nc(N2CCCCC2)nc(N2CCCCC2)n1 | 2 | i | 10 | 4 | -10 | i | 0 | 10 | 0
55 | COc1cccc(CNC(=O)C2CCC(CNS(=O)(=O)c3cccc4nsnc34)CC2)c1 (stereo not given) | 0 | i | 5 | -7 | -2 | i | 3 | 1 | -4
56 | CCC(c1nnnn1Cc1ccccc1)N1CCN(c2ccccc2)CC1 (stereo not given) | -3 | i | 13 | 3 | 4 | i | -3 | 2 | -7
57 | CCc1ccc(NC(=O)c2ccc(C3SCC(=O)N3CCc3ccccc3)cc2)cc1 (stereo not given) | -3 | i | -21 | 8 | 4 | i | -1 | 5 | 1
58 | Cc1ccc(NC(=O)N(O)C2CCCCC2C#N)cc1 (stereo not given) | 0 | i | 20 | 13 | -7 | i | -5 | 4 | 2
59 | Cc1ccnc(NC(=O)CCC(=O)N(CC(=O)NC2CCCCC2)c2ccc3c(c2)OCO3)c1 | 1 | i | -6 | 12 | 14 | i | -1 | 0 | -1
60 | O=C1CN(C(=O)CN2CCN(S(=O)(=O)c3ccccc3)CC2)c2ccccc2N1 | 0 | i | 1 | -8 | -6 | i | 0 | 0 | -4
61 | NCCNCCNCCN | 6 | i | 0 | 9 | -6 | i | -3 | 0 | 0

As entered above.
`Cc1noc(C)c1C(=O)NC1CCCc2ccccc21` (stereo not given) in Rin1 Abl inh reads 1
`Cc1nc2ccccn2c1C(=O)N/N=C/c1ccccc1Cl` in MT1-MMP act inh reads 2

Marked active in NadD inh, of those listed so far:
cpd	SMILES	NadD inh	Rpn11 inh	SKN-1 inh	MLLE-PAM2 inh	Neddyl block	CSN inh	MT1-MMP act inh	Rin1 Abl inh
19	Cc1cc(NC(=O)CSc2nc3c([nH]c4ccccc43)c(=O)n2-c2cccc(C(F)(F)F)c2)no1	44*	i	5	-2	i	-2	-8	-6

Screens as filed in PubChem.
